# Screening results (PubChem BioAssay)
# PKM2 act – increases activity of human pyruvate kinase M2. purified PKM2, Kinase-Glo ATP luminescence, activation; response scale: 0% is enzyme alone, no compound. Potency, µM (doses to about 57.5 µM), inactives show at the highest dose activation, most hits filed as activators. P14618. actives 0.34% (n = 260,000); also: potency is read from the fitted curve at half-maximal effect; % is scaled to controls: 0 for no effect and ±100 for the full control effect; nearly all actives have a fitted effect of over 55% in size
# Target sequence (P14618 whole entry, looked up): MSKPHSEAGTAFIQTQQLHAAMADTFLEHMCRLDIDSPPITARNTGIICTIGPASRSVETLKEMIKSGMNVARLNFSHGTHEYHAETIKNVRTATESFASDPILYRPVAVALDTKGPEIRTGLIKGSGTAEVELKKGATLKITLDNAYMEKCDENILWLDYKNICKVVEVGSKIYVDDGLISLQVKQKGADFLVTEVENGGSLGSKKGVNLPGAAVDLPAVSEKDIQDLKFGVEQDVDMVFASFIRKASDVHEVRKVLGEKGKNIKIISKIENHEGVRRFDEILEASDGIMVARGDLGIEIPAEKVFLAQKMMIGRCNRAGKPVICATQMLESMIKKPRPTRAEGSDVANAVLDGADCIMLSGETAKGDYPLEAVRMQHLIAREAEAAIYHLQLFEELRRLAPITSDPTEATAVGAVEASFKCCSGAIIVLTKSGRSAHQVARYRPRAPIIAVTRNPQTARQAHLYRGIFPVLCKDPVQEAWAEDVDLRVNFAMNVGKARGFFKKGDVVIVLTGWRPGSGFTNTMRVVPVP
#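 Purified hPK-M2 (>95% pure) converted ADP (0.1 mM final) to ATP with 0.5 mM PEP in 50 mM imidazole pH7.2, KCl, MgCl2, Tween 20, BSA; 1 h at room temperature. ATP detected by Kinase-Glo luminescence.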
# VP16 counter – counter-screen for ROR gamma inhibitors: Gal4-VP16 reporter. actives 3.5% (n = 310,000). Potency, µM (doses to about 53.6 µM), for inactives: at the highest dose activity, negative = inhibition, actives largely listed as inhibitors. Drosophila S2 Gal4-VP16 UAS-luciferase, luminescence, 20 h;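 also: Gal4-VP16 expression switched on by copper sulfate through the metallothionein promoter; potency is read from the fitted curve at half-maximal effect; % is scaled to controls: 0 for no effect and ±100 for the full control effect; nearly all actives have a fitted effect of over 50% in size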
# MBNL1 CUG block – blocks human MBNL1 binding to CUG repeat RNA | Q9NR56 | TR-FRET MBNL1-His/biotin-(CUG)12 binding, 665/545 ratio | Potency, µM (titrated, usually from 57.5 µM), without a hit: top-dose activity change, negative = inhibition, usual class: inhibitors | actives 0.036% (n = 280,000) | AID 2675; active = well fitted inhibition curve with a large enough effect in the signal ratio, with a control signal flat, not every such curve was filed as active; inconclusive = small, poorly fitted or top-dose-only effect, or effect the other way, or a change in a side signal; inactive = no such curve, though single readings can be large or run the other way; the % refers to the signal ratio; also: potency is read from the fitted curve at half-maximal effect; % is scaled to controls: 0 for no effect and ±100 for the full control effect
# Target sequence (Q9NR56 whole entry, looked up): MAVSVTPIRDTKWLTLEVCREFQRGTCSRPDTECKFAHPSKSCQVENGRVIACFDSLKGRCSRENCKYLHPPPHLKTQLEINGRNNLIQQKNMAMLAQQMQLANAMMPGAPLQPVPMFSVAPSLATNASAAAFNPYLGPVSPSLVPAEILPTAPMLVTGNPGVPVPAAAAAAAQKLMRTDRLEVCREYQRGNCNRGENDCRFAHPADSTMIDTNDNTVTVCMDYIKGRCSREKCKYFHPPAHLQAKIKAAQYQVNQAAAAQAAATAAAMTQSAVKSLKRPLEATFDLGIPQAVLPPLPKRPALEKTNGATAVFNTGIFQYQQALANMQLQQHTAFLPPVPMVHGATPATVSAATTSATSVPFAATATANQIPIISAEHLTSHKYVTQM
#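 His-tagged MBNL1 binding to biotinylated (CUG)12 RNA was measured by TR-FRET using terbium anti-His antibody (0.055 ng/ul final) and streptavidin-XL665 (5 nM final). Compounds were titrated 92 nM to 58 uM; 60 min at room temperature.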
# Rab9 prom act – activates the Rab9 promoter; Huh7 Rab9 promoter-luciferase reporter, luminescence, 24 h; Potency, µM (top dose mostly 9.22 µM), without a hit: at the highest dose activation, negative = inhibition, hits mostly activators; actives 2.8% (n = 320,000); AID 485297; also: potency is read from the fitted curve at half-maximal effect; % of control where 0% means no effect; nearly all actives have a fitted effect of over 60% in size
#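 Huh7 cells stably carrying a Rab9 promoter-luciferase reporter, 1500 cells per well in OP-MEM I with 10% FBS, treated with compound 24 hours at 37C. Luciferase activity read by luminescence after 10 minutes with Amplite reagent.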
# Menin MLL FP TR – displaces Texas Red mutant MLL peptide from human menin; Menin + Texas Red MLL mutant peptide, fluorescence polarization; actives 0.23% (n = 270,000); Potency, µM (top dose mostly 61.6 µM), without a hit: at the highest dose FP activity change, negative = inhibition, actives largely listed as inhibitors; O00255; active = well fitted inhibition curve with a large enough effect in the polarisation, with a control signal flat, not every such curve was filed as active; inconclusive = small, poorly fitted or top-dose-only effect, or effect the other way, or a change in a side signal; inactive = no such curve, though single readings can be large or run the other way; the % refers to the polarisation; also: potency is read from the fitted curve at half-maximal effect; % of control where 0% means no effect; many of its hits are not listed in these tables
# FLuc modulator – inhibits or activates purified firefly luciferase, miR-21 counter-screen; P08659; purified FLuc, Km substrates, luminescence inhibition; Potency, µM (highest dose often 57.5 µM), inactives show at the top dose activity change, negative = inhibition, most hits filed as inhibitors; actives 6.9% (n = 360,000); AID 588342;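 also: potency is read from the fitted curve at half-maximal effect; plate controls were vehicle for no effect and reference inhibitor for full effect; nearly all actives have a fitted effect of over 55% in size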
#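 Purified P. pyralis luciferase (10nM final) with 10uM D-luciferin and 10uM ATP (Km levels) in 50mM Tris acetate pH 7.5, 10mM Mg acetate, 0.01% Tween-20, 0.05% BSA; qHTS 6-point titration, ~60 µM downward; luminescence read.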
# KCNH2 3.1 block – KCNH2 3.1 (human) potassium channel inhibition; U2OS KCNH2 3.1, thallium flux FluxOr; hits give low values; activity change, % (tested at about 1.8 µM); actives 0.95% (n = 340,000);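 active = maximum activity change below -70%; inconclusive = maximum activity change from -70% to -50%; inactive = maximum activity change above -50%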;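 also: thallium influx rate constant from kinetic fluorescence after stimulation buffer; % is scaled to controls: 0 for no effect and ±100 for the full control effect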
#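 Measured as rate of thallium-driven FluxOr signal in transduced U2OS cells carrying the 3.1 channel, read kinetically for 2 min upon stimulation; values are rate constants scaled to DMSO control wells.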
# ELG1 DNA repair – blocks ELG1-dependent DNA repair in HEK293T cells; AID 504467; Potency, µM (highest dose often 46.1 µM), for the others: at the top dose activity change, negative = inhibition, usual class: inhibitors; actives 2.3% (n = 330,000); HEK293T ELG1-luciferase reporter, luminescence, 16 h; DNA damage induced by 5-fluorouridine; also: potency is read from the fitted curve at half-maximal effect; % is scaled to controls: 0 for no effect and ±100 for the full control effect; nearly all actives have a fitted effect of over 55% in size
#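 HEK293T cells expressing luciferase-tagged ELG1 (2,000/well) received 5-Fluorouridine plus compound or DMSO for 16 hr at 37 °C. Luciferase was read by ONE-Glo luminescence after 30 min at room temperature.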
# Mito fusion act – inhibitors of mitochondrial division or activators of mitochondrial fusion; S. cerevisiae fusion-defective mutant growth rescue, CellTiterGlo 48 h; Potency, µM (highest dose often 46.1 µM), without a hit: top-dose growth rescue (activation), most hits filed as activators; actives 0.23% (n = 320,000);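 also: potency is read from the fitted curve at half-maximal effect; % of control where 0% means no effect; nearly all actives have a fitted effect of over 45% in size; temperature-sensitive fusion mutants such as fzo1-1 at 37 °C on non-fermentable ethanol glycerol medium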
#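 Compounds are tested for their ability to restore growth of mitochondrial fusion-defective yeast strains at non-permissive 37C in YPEG medium over 48 hours. Viability is quantified by luciferase luminescence.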
# RORg inh – ROR gamma (mouse) transcription inhibition; P51450; Drosophila S2 Gal4-RORgamma UAS-luciferase reporter, 20 h; Potency, µM (doses to about 53.6 µM), for the others: at the highest dose activity change, negative = inhibition, actives largely listed as inhibitors; actives 5.4% (n = 310,000); AID 2551; also: potency is read from the fitted curve at half-maximal effect; % is scaled to controls: 0 for no effect and ±100 for the full control effect; nearly all actives have a fitted effect of over 60% in size
#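 Drosophila S2 cells stably expressing Gal4-DBD/mouse RORγ fusion under metallothionein promoter plus UAS-luciferase; compound 1 h, then 700 uM CuSO4 induction for 20 h at ambient temperature; inhibition read as reduced luminescence.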
# NPC1 prom act – NPC1 promoter activation; actives 2.4% (n = 320,000); Huh7 NPC1 promoter luciferase reporter, 24 h; AID 485313; Potency, µM (top dose mostly 9.22 µM), for inactives: top-dose activation, usual class: activators;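 also: potency is read from the fitted curve at half-maximal effect; % of control where 0% means no effect; nearly all actives have a fitted effect of over 60% in size; reporter is driven by a mutant NPC1 promoter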
#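 Stably transfected Huh7 (NPC1 promoter→luciferase), 1500 cells/well in Opti-MEM + 10% FBS, 2 h settle, then compound 24 h at 37 °C. Luminescence after 10 min with Amplite reagent.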
# * marks the source's active call; other numbers are inactive results; ? = inconclusive; / = no result given; & = joins results of further samples; [ ] = remark or other dose. Unless noted, calls follow the shape of the dose curve; as a rule, active = well fitted curve in the direction sought with a large enough effect; inconclusive = small, poorly fitted or top-dose-only effect, or another doubt; inactive = no such curve, though single readings can be large; an effect the other way counts as inactive or inconclusive.
SMILES,PKM2 act,VP16 counter,MBNL1 CUG block,Rab9 prom act,Menin MLL FP TR,FLuc modulator,KCNH2 3.1 block,ELG1 DNA repair,Mito fusion act,RORg inh,NPC1 prom act
COC(=O)/C(C#N)=C/c1c(N2CCN(c3cccc(Cl)c3)CC2)nc2c(C)cccn2c1=O,/,-1%,-7%,-2%[1.84 µM],7%,0%,-5,?,17%,9%,-7%
COc1ccc(CN2C(=O)NC3(CCCc4ccccc43)C2=O)cc1F (centres undefined),6%,3%,-6%,-4%,-2%,3%,2,-7%,-5%,9%,1%
Cc1ccc(S(=O)(=O)N2CCOCC2)cc1NC(=O)CSc1nnc(C2CC2)n1C1CC1,/,/,/,0%,/,3%,1,0%,-4%,/,-3%
COC(=O)c1ccc(/C=N/N2CCN(Cc3ccc(Cl)cc3)CC2)cc1,4%,-3%,-2%,-7%,/,-1%,13,-28%,-2%,13%,-6%
O=C(NS(=O)(=O)c1ccc(Cl)cc1)c1ccccc1,-15%,-6%,-8%,12%,10%,-15%,6,14%,2%,1%,-8%
COC(C[C@H](O)[C@H](C)[C@H](O)COCc1ccccc1)OC,-1%,-3%,1%,-3%,/,-1%,5,10%,3%,-11%,-1%
COC(=O)c1ccc(NC(=O)c2cc[n+](Cc3ccccc3)cc2)cc1,?,-10%,?,3%,-11%,-2%,10,-4%,0%,-13%,2%
O=C(Nc1ccc([N+](=O)[O-])cc1)N1CCCCC1,0%,11%,?,-4%,5%,-5%,7,-1%,-4%,41%,-2%
COc1cc(/C=N/NC(=O)CN(CCc2ccccc2)S(=O)(=O)c2ccc(NC(C)=O)cc2)cc(OC)c1OC,3%,-8%,/,-4%,?,4%,-16,?,-1%,20%,-3%
CCOC(=O)CCNC(=O)N1CCCC(N(C)CCc2ccccc2)C1 (centres undefined),-3%,4%,0%,1%,-6%,5%,-7,7%,0%,-11%,1%
CCn1cc(Br)c(C(=O)NC(C)c2ccccc2)n1 (centres undefined),-3%,0%,-13%,/,1%,13%,5,/,-1%,0%,/
CNC(=O)c1c(NC(=O)c2ccc(S(=O)(=O)N(C)c3ccccc3)cc2)sc2c1CCN(C(C)C)C2,0%,?,6%,9%,23%,1%,-13,?,-2%,39%,-2%
O=C(O)c1cccc(S(=O)(=O)Nc2ccccc2Cl)c1,1%,-24%,-4%,-1%,-17%,2%[2.3 µM],-21,7%,-2%,-30%,3%
COc1ccc(CCNC(=O)CCc2ccccc2O)cc1OC,/,/,/,19%,/,4%,-2,4%,3%,/,1%
O=C(NCC(c1ccco1)N1CCc2ccccc21)c1ccccc1Cl (centres undefined),/,/,/,0%,/,-10%,9,?,10%,/,-1%
CCn1nc(NS(=O)(=O)c2ccc(NC(C)=O)cc2)c2cc3cc(C)ccc3nc21,/,16%,?,5%,/,11µM*,0,?,3%,?,9%
Cc1cccc(NC(=O)C2NC(=O)CC2c2ccccc2)c1C (centres undefined),-13%,-5%,0%,2%,2%,-3%,-1,2%,-2%,2%,6%
COc1cc(NC(=O)c2ccc3c(c2)OCCO3)ccc1NC(=O)c1ccco1,-5%,-16%,-20%,29%,?,3.4µM*,16,0%,6%,-20%,22%
Nc1c(Cl)cc(-c2[nH]c3cc(C(=O)NCCO)ccc3c(=O)c2O)cc1Cl,5%,5%,?,1%,?,-2%,-4,7%,0%,-11%,-1%
COc1ccc(/C(N)=N/OC(=O)CC2CCCCC2)cc1,-8%,-19%,-1%,20%,/,17µM*,0,25%,1%,10%,20%
O=C(O)c1ccnc(C(=O)O)c1,-12%,-16%,-5%,0%,25%,-10%&0%,-9,-8%,3%,-29%,-1%
COc1ccc2cc(CCNC(=O)c3cccc([N+](=O)[O-])c3)c(=O)[nH]c2c1,-3%,0%,?,9%,35%[activator],-9%,-26,?,9%,-17%,2%
CCOC(=O)N1CCC(NS(=O)(=O)c2ccc(C)cc2)CC1,9%,-3%,-4%,-10%,/,4%,4,?,2%,32%,0%
Cc1cccc(OCc2nnc(SCCC(=O)O)n2-c2ccccc2)c1,-2%,-14%,-8%,0%,-1%,-16%,5,30%,-2%,-26%,-7%
CCOC(=O)Cn1nc(C)c(NC(=O)COc2ccc(OC)cc2)c1C,1%,-11%,-7%,-3%,/,-2%&2%,26,-5%,-2%,-12%,0%
O=C(NNC(=S)Nc1ccc(F)cc1)c1ccccc1OC(F)F,-6%,1%,-5%,-1%,/,-12%,9,-21%,-2%,2.8µM*,1%
CC(=O)Nc1ccc(S(=O)(=O)NCC(=O)OCC(=O)N2CCc3ccccc32)cc1,6%,15%,-2%,-3%,5%,0%,21,-3%,1%,7%,0%
Cc1ccc(OC(C)C(=O)N/N=C/c2ccccn2)cc1 (centres undefined),-3%,1%,2%,-3%,2%,-1%,29,-15%,9%,?,-6%
Cc1c(C(=O)NCc2ccoc2)oc2ccc3c(c12)C(=O)CC(C)(C)O3,?,?,6%,?,-9%,8.5µM*,-7,?,/,?,?
COc1ccccc1C(=O)N1CCN(Cc2ccc3c(c2)OCO3)CC1,4%,0%,5%,0%,4%,4%,-13,?,1%,-13%,-2%
O=C(Nc1cccnc1Cl)c1ccc(=O)oc1,1%,0%,/,-1%,/,-16%,-3,0%,-2%,-3%,0%
COCCN1CCN(C(=O)c2cc(COc3ccc(F)cc3F)on2)CC1,-2%,-5%,4%,-3%,-9%,2%,/,-1%,3%,8%,-1%
O=C(N/N=C/c1c[nH]c2ccccc12)c1cccc([N+](=O)[O-])c1,2%,?,?,5%,?,?,7,-14%,-1%,13µM*,13%
O=C(COc1ccc(S(=O)(=O)N2CCCC2)cc1Cl)NCc1ccc2c(c1)OCO2,-2%,-7%,0%,-5%,-3%,3%[2.3 µM],-6,?,10%,-24%,28%
CC(C)NC(=O)Nc1cccs1,6%,3%,-5%,-1%,-18%,5%,1,5%,9%,-4%,-3%
CCC1(c2ccccc2)NC(=O)N(CC(=O)NCc2ccc(F)cc2)C1=O (centres undefined),-1%,-3%,7%,4%,1%,1%,7,13%,1%,1%,2%
O=C(NNS(=O)(=O)c1ccc(Cl)cc1)c1cccc(S(=O)(=O)N2CCOCC2)c1,1%,-1%,-8%,0%,/,2%,6,4%,-12%,10%,-6%
COc1ccc(OC)c(C(=O)/C=C/c2ccccc2C(F)(F)F)c1,-3%,?,-2%,-7%,/,-12%,-7,?,-10%,13µM*,-5%
O=C(CCCN1C(=O)/C(=C/c2ccccc2)SC1=S)Nc1ccc(C(=O)O)c(O)c1,/,-29%,?,3%,/,12µM*,29,10%,-2%,?,-3%
CC(=O)c1cccc(NC(=O)COC(=O)c2ccccn2)c1,0%,1%,1%,-5%,0%,?,4,-3%,-7%,7%,1%
COc1ccc(C2=NN(C(=O)CSc3nnc(-c4ccccc4F)o3)C(c3ccco3)C2)cc1 (centres undefined),9%,21%,-4%,-1%,5%,3%,4,?,23%,25%,0%

# Compounds from the list above containing an NH in an aromatic ring, in the order listed:
SMILES,PKM2 act,VP16 counter,MBNL1 CUG block,Rab9 prom act,Menin MLL FP TR,FLuc modulator,KCNH2 3.1 block,ELG1 DNA repair,Mito fusion act,RORg inh,NPC1 prom act
Nc1c(Cl)cc(-c2[nH]c3cc(C(=O)NCCO)ccc3c(=O)c2O)cc1Cl,5%,5%,?,1%,?,-2%,-4,7%,0%,-11%,-1%
COc1ccc2cc(CCNC(=O)c3cccc([N+](=O)[O-])c3)c(=O)[nH]c2c1,-3%,0%,?,9%,35%[activator],-9%,-26,?,9%,-17%,2%
O=C(N/N=C/c1c[nH]c2ccccc12)c1cccc([N+](=O)[O-])c1,2%,?,?,5%,?,?,7,-14%,-1%,13µM*,13%

# The list is partial. The share of hits here may be higher or lower than overall.
